Scp-1 inhibitor = blocks human Scp-1 phosphatase activity. AID 493091. inhibition, % at 20 µM. 0.88% of 340,000 active. Q9GZU7. Recombinant Scp1, phosphopeptide, malachite green phosphate absorbance;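 active = inhibition above about 50% at 20 µM, limit read from the data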;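 note: plate controls were DMSO wells with enzyme for no effect and wells lacking enzyme for full effect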
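Incubation: 45 min enzyme reaction at room temperature / System: truncated SCP-1 phosphatase (76-261aa) / Reagent: Phospho 17-mer peptide substrate / Buffer or medium: Acidic Tris acetate buffer with magnesium and detergent / Signal: absorbance at 630 nm / Doses: one concentration, 20 µM, with 1.0% DMSO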
SUMO1-SIM PPI = modulators of human SUMO1-mediated protein-protein interactions | P63165 | SUMO1 binding to a labelled peptide, TR-FRET, 1 h | inhibition, % at 20 µM | 0.33% of 360,000 active | AID 602429; in the data active = inhibition above about 37%
NadD block = inhibitors of Staphylococcus aureus NadD; purified NadD enzyme, colorimetric absorbance read-out; inhibition, % at 20 µM; 0.78% of 360,000 active; in the data active = inhibition above about 26%; note: some compounds past the cut are filed as inactive
CSN deneddyl inh = inhibitors of human CSN-mediated cullin deneddylation; Q92905; Purified CSN, SCF-Nedd8-OG deneddylation, fluorescence polarization; inhibition, % at 12.5 µM; 0.38% of 360,000 active; AID 651999;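 active = pattern-corrected inhibition above about 35%, with an unprinted fluorescence ratio check between 0.5 and 1.5, limit read from the data, passing the limit was not always enough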;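 note: 0% = enzyme with substrate and 100% = substrate without enzyme; some results filed as inactive read as strong as hits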
Target sequence (Q92905 whole entry, looked up, one chain of several): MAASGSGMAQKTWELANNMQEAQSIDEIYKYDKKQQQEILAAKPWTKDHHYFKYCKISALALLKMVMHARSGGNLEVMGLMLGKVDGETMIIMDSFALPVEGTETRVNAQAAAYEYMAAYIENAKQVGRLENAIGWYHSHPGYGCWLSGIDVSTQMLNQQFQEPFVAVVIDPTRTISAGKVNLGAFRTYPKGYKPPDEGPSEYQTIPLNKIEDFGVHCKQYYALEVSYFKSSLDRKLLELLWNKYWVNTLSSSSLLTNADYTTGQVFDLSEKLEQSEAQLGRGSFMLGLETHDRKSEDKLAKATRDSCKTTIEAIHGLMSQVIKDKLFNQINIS
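Material: purified human Csn5 enzyme expressed in HEK293T cells / Medium: Tris buffer pH 7.5, NaCl, DTT, Tween-20, trehalose, ovalbumin / Compound dosing: 12.5 µM single point / Schedule: 90 min incubation of compound, enzyme and substrate at room temperature / Signal: fluorescence polarization of the substrate / Control set: no-enzyme wells high, enzyme-with-substrate wells low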
STEP block = blocks human striatal-enriched tyrosine phosphatase. P54829. recombinant STEP, OMFP fluorogenic substrate, fluorescence. 0.25% of 360,000 active. inhibition, % at 20 µM;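 active = inhibition at 20 µM, scaled per plate between control wells, above about 37%, limit read from the data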;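 note: 0% = DMSO with enzyme and substrate and 100% = substrate only without enzyme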
Target sequence (P54829 whole entry, looked up): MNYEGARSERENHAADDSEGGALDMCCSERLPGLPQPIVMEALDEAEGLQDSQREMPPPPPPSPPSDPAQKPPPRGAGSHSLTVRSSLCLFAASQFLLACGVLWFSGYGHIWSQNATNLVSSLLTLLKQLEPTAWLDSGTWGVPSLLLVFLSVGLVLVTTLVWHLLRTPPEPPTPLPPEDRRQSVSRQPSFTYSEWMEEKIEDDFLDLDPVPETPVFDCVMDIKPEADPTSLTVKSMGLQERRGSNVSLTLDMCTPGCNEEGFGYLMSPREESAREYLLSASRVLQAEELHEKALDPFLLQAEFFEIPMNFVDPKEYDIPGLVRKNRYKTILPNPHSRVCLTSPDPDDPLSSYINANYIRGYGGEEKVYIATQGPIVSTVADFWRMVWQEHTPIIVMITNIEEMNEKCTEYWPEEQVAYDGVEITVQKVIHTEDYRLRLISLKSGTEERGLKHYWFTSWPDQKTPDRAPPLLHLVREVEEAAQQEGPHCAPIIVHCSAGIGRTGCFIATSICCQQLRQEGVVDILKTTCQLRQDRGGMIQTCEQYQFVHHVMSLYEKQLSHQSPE
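Assay system: isolated STEP enzyme. Buffer or medium: pH 6.0 Bis-Tris with DTT and Tween 20. Also added: fluorogenic phosphatase substrate OMFP at 25 µM final. Dosing: 20 µM, 1% DMSO. Timing: 20 min reaction, room temperature, in the dark. Measured by: fluorescence intensity, excitation 480 nm, emission 540 nm. Evaluation: normalized % inhibition.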
Rpn11 inh = Rpn11 (human) deubiquitinase inhibition. O00487. human 26S proteasome, Ub4-pepOG fluorescence polarization; 20S core pre-blocked with epoxomicin. calls only at 20 µM. 0.59% of 360,000 active;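 active = inhibition at 20 µM, scaled to each plate's controls, above about 33%, limit read from the data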
MsrA inh = bovine MsrA inhibition; purified bovine MsrA, absorbance read-out; inhibition, % at 15.5 µM; 0.75% of 360,000 active; in the data active = inhibition above about 4.5%;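 note: 0% = vehicle wells with enzyme and 100% = reference inhibitor wells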
TbMetRS inhib = blocks T. brucei methionyl-tRNA synthetase activity; purified T. brucei MetRS, ATP depletion, Kinase-Glo luminescence; inhibition, % at 11.9 µM; 0.4% of 360,000 active; AID 624268;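 active = inhibition above a per-plate cutoff of the control wells' mean inhibition plus 3 SD, cut at about 5.5% in these data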;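 note: 0% = DMSO wells median and 100% = median of wells with control inhibitor compound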
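Material: parasite MetRS enzyme / Replication: singlicate, one well per compound / Signal: luminescence of leftover ATP / Schedule: 2 h aminoacylation at 25 °C after 15 min preincubation / Medium: HEPES-MgCl2-KCl buffer plus DTT, spermine, BSA, pyrophosphatase / Doses: 11.9 µM single point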
LMPTP inh = LMPTP (human) inhibition. recombinant LMPTP-A, OMFP fluorogenic substrate, fluorescence intensity. 0.22% of 360,000 active. inhibition, % at 20 µM. P24666;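 active = compounds that cut the enzyme signal by at least half of the control window in the single-dose screen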;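 note: plate controls were DMSO wells with enzyme plus substrate for no effect and substrate without enzyme for full effect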
Target sequence (P24666 whole entry, looked up): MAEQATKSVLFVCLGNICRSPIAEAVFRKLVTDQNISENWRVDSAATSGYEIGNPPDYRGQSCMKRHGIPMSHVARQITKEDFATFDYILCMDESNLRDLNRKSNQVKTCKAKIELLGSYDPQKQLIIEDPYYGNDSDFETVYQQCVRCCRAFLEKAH
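Assay system: LMPTP-A enzyme. Input: 0.625 nM LMPTP-A final. Probe or stimulus: 400 µM OMFP. Compound dosing: single 20 µM dose. Schedule: 50 min dark incubation at room temperature. Detection: fluorescence intensity of OMFP turnover product. Read-out: percent inhibition versus substrate-only and uninhibited controls. Benchmarks: no-enzyme low control, uninhibited high control.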
DNMT1 inh = DNMT1 (human) enzyme inhibition | P26358 | DNMT1 molecular beacon, Hinp1I cleavage, fluorescence | inhibition (reported as % activation of signal), % at 10 µM | 0.83% of 360,000 active; in the data active = inhibition above about 50%
Numbers without * were called inactive; i = inactive; x = no result given.

Molecule	Scp-1 inhibitor	SUMO1-SIM PPI	NadD block	CSN deneddyl inh	STEP block	Rpn11 inh	MsrA inh	TbMetRS inhib	LMPTP inh	DNMT1 inh
COc1ccccc1NC(=O)COC(=O)c1ccccn1	-7	0	-2	0	2	i	0.0	0.3	-0.1	3
COc1ccc(OCCN2CCN(S(=O)(=O)c3ccccc3C(F)(F)F)CC2)cc1	0	5	-1	2	-2	i	-0.3	-0.2	-5.7	-13
O=C(COc1cccc(F)c1)N[C@@H](Cc1ccccc1)c1nc2ccccc2[nH]1	7	-5	-5	-8	0	i	0.5	-0.3	0.7	-13
Cc1cc2ncn(C(=O)c3ccc(F)cc3)c2cc1C	-7	1	-5	0	5	i	0.9	-0.3	0.3	2
COc1ccc(CN(C(=O)c2cccs2)c2ccccc2)cc1	-4	4	-9	7	4	i	-0.7	2.0	1.0	0
COc1cc(-c2cc(NC=O)c3ncc(-c4ccccc4)n3c2)cc(OC)c1OC	x	-6	1	6	1	i	-0.3	0.3	3.7	-10
CCN1CCN(c2ccc(S(=O)(=O)N3CCCCC3)cc2NC(=O)Cc2ccccc2F)CC1	-4	1	-11	9	0	i	0.7	-0.7	-0.3	-3
O=C(C1=C[C@@H](c2coc3ccccc3c2=O)C[C@@H](OCCCCO)O1)N1CCOCC1	-7	-1	-9	-2	-1	i	-0.4	-0.4	0.3	3
CCOC(=O)c1ccc(S(=O)(=O)Nc2ccc(N3CCOCC3)cc2)cc1	-5	3	-1	-5	0	i	1.2	-1.0	-1.1	-1
COc1ccc(Cc2nc3ccc(C(=O)N4C[C@@H](C)O[C@@H](C)C4)cc3o2)cc1OC	-5	-7	1	-4	1	i	0.9	-0.1	0.1	0
Cc1occc1C(=O)N/N=C/c1ccc(Br)s1	7	-16	-3	7	1	i	4.5	-0.7	2.1	-2
CC1(C)CC(=O)c2cc3c(N)c(C(=O)NCc4ccccc4)sc3nc2C1	-10	-6	-5	-1	3	i	-1.4	-0.3	0.7	-1
O=C(O)c1ccsc1Cc1cccs1	x	0	-1	-2	0	i	-1.3	-0.4	-1.5	0
COc1ccc(NC(=O)CSc2nnc(-c3cccs3)n2-c2ccccc2)cc1	-8	2	-3	-6	1	i	-0.7	-1.2	-0.3	23
CC(C)(C)OC(=O)N1CCN(C(=O)c2[nH]cnc2C(=O)N[C@@H](Cc2ccccc2)C(=O)OCc2ccccc2)CC1	-11	4	5	-4	2	i	-1.7	-0.5	2.5	1
CN(C)/C=C1\N=C(c2cccs2)OC1=O	-4	-17	-7	-5	-4	i	7.7*	-0.9	-1.7	5
COc1ccc2c(c1)[nH]c1c(=O)n(N)cnc12	-5	1	-1	-1	1	i	1.0	0.7	-0.3	17
CCOC(=O)c1nn(-c2ccc(Cl)cc2)c2nnc(Cc3ccc(C)cc3)c(=O)n12	-14	-2	-6	3	1	i	0.0	-0.2	0.7	5
CNC(=S)N=Nc1c(O)[nH]c2ccccc12	-8	-8	-7	0	0	i	2.2	-0.7	0.9	3
CCC(C)NC(=O)Nc1ccc2c(c1)N(C)C(=O)c1ccccc1S2 (centres undefined)	-2	1	-2	0	0	i	-0.7	-1.7	0.1	-7
COc1ccc2[nH]c(C)c(CCNC(=S)Nc3ccccc3OC)c2c1	9	-16	-1	-2	-2	i	1.9	-0.7	-0.4	-7
CCOC(=O)CCCCC(=O)c1[nH]c(=O)[nH]c1CSc1nc(C)cc(C)n1	-7	-6	-1	4	0	i	1.6	-0.9	-1.5	-2
COc1ccc(-c2nnc(SCC(=O)N(C)C3CCS(=O)(=O)C3)n2CC(C)C)cc1 (centres undefined)	x	9	-4	4	-2	i	-0.4	0.1	-0.4	0
COc1cc2c(cc1OC)C(C(=O)N1CCN(c3ccccn3)CC1)C(c1cccs1)N(C)C2=O (centres undefined)	-4	-6	-1	-1	8	i	-0.5	-1.0	-0.5	1
CC(=O)Nc1ccc(C=NNC(=O)CCCC(=O)NN=Cc2ccc(NC(C)=O)cc2)cc1	-10	-23	-1	-4	0	i	1.3	0.1	-0.3	-1
COc1ccccc1-c1nnc(SCC(=O)NCc2c(C)c(Cl)cc(C(C)C)c2O)o1	-10	-4	-6	1	1	i	1.6	-0.3	5.4	-15
N/C(Cc1ccc([N+](=O)[O-])cc1)=N\OC(=O)c1ccccc1Br	-7	-19	-2	2	7	i	-0.6	-0.1	0.4	-3
O=C(CCC1CCCCC1)NCc1cccnc1	-5	4	3	-3	0	i	0.8	0.1	-0.5	3
CNc1cc([N+](=O)[O-])ccc1OCc1ccccc1	-16	-28	-3	-1	1	i	0.8	-0.3	3.2	0
Cc1[nH]ncc1N=Cc1ccc([N+](=O)[O-])cc1	-6	-20	1	-5	-3	i	3.3	-0.6	-2.0	-2
CCN(CC(=O)NCc1ccc(Cl)cc1)C(=O)c1ccc(C#N)cc1	-10	6	-1	1	-3	i	-0.7	-0.2	0.2	-1
O=C(Nc1ccccc1Cl)c1ccn[nH]1	-4	1	1	-1	1	i	-0.1	-0.2	-1.0	2
CC1CCN(Cc2nnc(-c3cccc(Br)c3)o2)CC1	-2	0	3	4	-2	i	1.1	-1.0	-0.7	3
CCCn1c(CN2CCCCC2C)nc2c1c(=O)n(C)c(=O)n2C (centres undefined)	-11	-1	1	-4	-3	i	0.1	0.6	-0.1	0
CCC(C)[C@H](NC(=O)[C@@H]1CSC2c3ccccc3C(=O)N21)C(=O)NC1CCCC1 (some centres undefined)	-7	1	-6	-3	-3	i	-0.3	0.1	-2.0	2
COc1ccc(CCN=C(N)NS(=O)(=O)c2ccc(C)cc2)cc1OC	9	-2	8	-2	0	i	-0.7	-0.9	0.7	4
CCN(CC(=O)Nc1ccc(OC)cc1)C(=O)c1ccc2c(=O)n3c(nc2c1)CCC3	-2	-10	2	-3	-1	i	-0.2	-0.3	-8.3	2
Cn1cnnc1SCC(=O)Nc1ccc(F)cc1	-9	-5	-7	1	1	i	-0.7	0.4	-0.8	0
CN(C)Cc1c(O)ccc2c3c(c(=O)oc12)CCCCC3	-11	2	-1	-1	-11	i	1.6	-0.6	1.3	-4
Cc1ccccc1NC(=O)C1C2CCCCC21 (centres undefined)	1	-6	6	0	1	i	-1.1	0.1	-0.6	0
COCCNc1nc(Oc2ccc(CC(=O)OC)cc2)c2sc(-c3ccccc3)cc2n1	x	0	-2	0	-2	i	0.2	0.3	4.0	-28
Cc1cc(Br)ccc1NC(=O)CCSc1ccccc1	-1	2	-4	5	-1	i	-0.4	0.7	0.2	-3
Cc1cc(=O)oc(C)c1C(=O)OCC(=O)c1ccc(Cl)cc1	-12	1	-13	4	1	i	0.1	-0.1	0.1	-3
COc1ccc(N2CCOCC2)c(NC(=O)c2cccc3ccccc23)c1	-6	-6	3	3	0	i	1.2	-0.6	2.5	1
Cc1cccc(NC(=O)c2ccc(-n3ccnc3)nc2)c1	-5	1	2	-3	0	i	-1.4	-0.2	-2.0	-1
CS(=O)(=O)N(CC(=O)N1CCOCC1)c1ccccc1	-2	0	4	1	-1	i	-1.2	-0.9	0.0	-3
O=C(CCS(=O)(=O)c1ccc(Cl)cc1)Nc1nnc(-c2ccco2)o1	1	-1	1	-4	1	i	1.7	-0.4	-0.7	1
CCOc1cc(/C=C2\NC(=S)N(C)C2=O)ccc1OCc1ccc(C(=O)O)cc1	-10	-21	-3	3	5	i	2.6	-1.2	0.5	-1
Cc1cccc(N2CCN(C(=O)CCc3nc4ccccc4[nH]3)CC2C)c1 (centres undefined)	-17	4	2	-4	1	i	1.3	2.4	0.1	-2
Cc1ccc(S(=O)(=O)N2C[C@H]3N(C(=O)OC(C)C)N(C(=O)OC(C)C)C[C@H](OC(=O)NCc4ccccc4F)[C@@]3(O)C2)cc1	x	1	-1	9	0	i	0.5	0.1	0.0	0

An excerpt from above with just Scp-1 inhibitor and Rpn11 inh:
SMILES | Scp-1 inhibitor | Rpn11 inh
Cc1cc(Br)ccc1NC(=O)CCSc1ccccc1 | -1 | i
CS(=O)(=O)N(CC(=O)N1CCOCC1)c1ccccc1 | -2 | i

More results:
Molecule	Scp-1 inhibitor	SUMO1-SIM PPI	NadD block	CSN deneddyl inh	STEP block	Rpn11 inh	MsrA inh	TbMetRS inhib	LMPTP inh	DNMT1 inh
O=C(c1ccccc1[N+](=O)[O-])N1CCc2ccccc2C1	-5	-1	-4	2	0	i	0.5	-0.2	-1.3	1
O=c1[nH]c2ccc(NC(=S)NCc3ccccc3)cc2[nH]1	-4	-3	-12	4	2	i	0.0	0.1	-0.1	5
COc1ccc(NC(=O)CCN2C(=O)c3cccc([N+](=O)[O-])c3C2=O)cc1	0	-29	-5	2	-3	i	0.6	-0.8	-1.1	2
S=c1[nH]c2cc3ccccc3cc2[nH]1	-5	-12	7	4	1	i	0.8	0.7	-0.9	5
Cc1ccc2c(c1)nc(NCCO)n2C	-6	2	-1	1	2	i	1.1	-0.3	-1.4	-1
F[B-](F)(F)c1cncc2ccccc12	12	-4	0	1	1	i	0.3	-0.2	-2.1	-2
CC(O)(c1cccc(F)c1)c1nc(-c2cc(F)cc(F)c2)cs1 (centres undefined)	x	-5	-12	-2	-5	i	-0.3	-0.1	3.4	10
Cc1cc(=O)oc(C)c1C(=O)Nc1ccc(F)cc1	-2	3	-3	1	2	i	0.2	-1.1	-1.2	-6
CCn1cnc2c1c(=O)n(CC(=O)Nc1cc(C)on1)c(=O)n2Cc1ccccc1	-7	-4	4	-6	-1	i	2.0	0.1	1.4	0
CN1C(=O)CS(=O)c2ccc(C(=O)NCCC3=CCCCC3)cc21 (centres undefined)	0	2	-4	3	-1	i	-0.3	0.5	-1.8	0

MsrA inh, entries above that show a hit.
Structure | Scp-1 inhibitor | SUMO1-SIM PPI | NadD block | CSN deneddyl inh | Rpn11 inh | MsrA inh | TbMetRS inhib | LMPTP inh | DNMT1 inh
CN(C)/C=C1\N=C(c2cccs2)OC1=O | -4 | -17 | -7 | -5 | i | 7.7* | -0.9 | -1.7 | 5

This is a random part of the collection; overall some 3.9% were active at least once.
